High-throughput results: PubChem BioAssay, Emory University Molecular Libraries Screening Center
14-3-3g Raf – alters human 14-3-3 gamma binding to Raf peptide | P61981 | FP, 14-3-3gamma / TMR-pS259-Raf peptide binding | inhibition, % at 40 µM | hit rate 0.19% among 160,000 | AID 422; in the data active = inhibition above about 30%;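 note: 0% = protein plus tracer without compound and 100% = blank with tracer alone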
Target sequence (P61981 whole entry, looked up): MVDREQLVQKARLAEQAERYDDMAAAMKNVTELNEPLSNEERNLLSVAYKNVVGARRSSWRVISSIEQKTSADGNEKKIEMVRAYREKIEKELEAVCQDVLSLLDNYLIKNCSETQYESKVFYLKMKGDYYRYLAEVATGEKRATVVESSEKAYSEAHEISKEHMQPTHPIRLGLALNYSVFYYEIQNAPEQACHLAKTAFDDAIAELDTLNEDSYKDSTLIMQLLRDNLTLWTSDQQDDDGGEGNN
An asterisk follows results filed as active; & = joins results of further samples. Some of the compounds tested; rates above refer to the full screens.

The opening four compounds (preview)
> CCOC(=O)Cn1c(CN2CC(C)CC(C)C2)nc2c1c(=O)n(C)c(=O)n2C (stereo unspecified)
  14-3-3g Raf = 0
> CC(C)CNC(=S)Oc1cccc(C(=O)Nc2cccc(Br)c2)c1
  14-3-3g Raf = 4
> CC1=C(C(=O)N2CCOCC2)C(c2cccc(Cl)c2)C2=C(CCCC2=O)N1 (stereo unspecified)
  14-3-3g Raf = -1
> CCCc1cc(=O)[nH]c(Sc2c(-c3ccccc3)c3cc(Cl)ccc3[nH]c2=O)n1
  14-3-3g Raf = 7

This part in full (from the top)
> CCOC(=O)Cn1c(CN2CC(C)CC(C)C2)nc2c1c(=O)n(C)c(=O)n2C (stereo unspecified)
  14-3-3g Raf = 0
> CC(C)CNC(=S)Oc1cccc(C(=O)Nc2cccc(Br)c2)c1
  14-3-3g Raf = 4
> CC1=C(C(=O)N2CCOCC2)C(c2cccc(Cl)c2)C2=C(CCCC2=O)N1 (stereo unspecified)
  14-3-3g Raf = -1
> CCCc1cc(=O)[nH]c(Sc2c(-c3ccccc3)c3cc(Cl)ccc3[nH]c2=O)n1
  14-3-3g Raf = 7
> CCOc1nc(Nc2ccc(-c3nc4ccccc4o3)cc2)nc(N2CCOCC2)n1
  14-3-3g Raf = -10
> O=C(Nc1c(-c2ccc(F)cc2)nc2ccccn12)c1ccc2ccccc2c1
  14-3-3g Raf = 2
> CCC(C)NC(=O)c1ccc(N2CC3CC(C2)c2cccc(=O)n2C3)c(NS(=O)(=O)CC23CCC(CC2=O)C3(C)C)c1 (stereo unspecified)
  14-3-3g Raf = 0
> C=CCn1c(C)cc(C(=O)COc2ncnc3sccc23)c1C
  14-3-3g Raf = -21
> CCOC(=O)c1c(NC(=O)COc2ccccc2C(C)C)sc2c1CCCC2
  14-3-3g Raf = 2
> Cn1cc(S(=O)(=O)CC(=O)Nc2ccc(Br)cc2)c2ccccc21
  14-3-3g Raf = -5

> CC1CCC(N2CCN(Cc3ccccc3F)CC2)CC1 (stereo unspecified)
  14-3-3g Raf = -6
> Cc1ccc(C)c(OCC(=O)Nc2ccc(C(=O)OC(C)C)cc2)c1C
  14-3-3g Raf = -3
> Cc1ccc(C(C)C)c(OCCNC(=O)Nc2ccc(Br)cc2)c1
  14-3-3g Raf = 2
> c1cnc2nc(-c3ccsc3)c(NC3CCCCC3)n2c1
  14-3-3g Raf = 5
> O=S(=O)(c1ccc2c(c1)OCCO2)n1c(C=Cc2ccccc2Cl)nc2ccccc21
  14-3-3g Raf = -8
> CCc1ccc2c(c1)CCCN2C(=O)c1ccccc1C(=O)O
  14-3-3g Raf = -14
> Cc1ccc(NC(=O)c2ccccc2-c2nc3ccccc3[nH]2)cc1C
  14-3-3g Raf = -27
> O=C(NCCN1CCOCC1)c1ccccc1[N+](=O)[O-]
  14-3-3g Raf = 6
> O=C(NCCN1CCOCC1)c1c[nH]c2ccc(S(=O)(=O)N3CCc4ccccc43)cc2c1=O
  14-3-3g Raf = -6
> CCCn1c2c(c(O)c(C(=O)Nc3ccccc3F)c1=O)CCCC2
  14-3-3g Raf = 5

> CCN(Cc1ccccc1)C(=O)c1c[nH]c2ccc(S(=O)(=O)N(CC)c3cccc(C)c3)cc2c1=O
  14-3-3g Raf = -2
> Cc1ccc(C(=O)N2C3C=CC(C3)C2(C(F)(F)F)C(F)(F)F)cc1 (stereo unspecified)
  14-3-3g Raf = -6
> COc1ccc(C(=O)NCc2cn3c(C)csc3n2)cc1OC
  14-3-3g Raf = 0
> CC1=C(C(=O)OC(C)C)C(c2c(O)ccc3ccccc23)NC(=O)N1 (stereo unspecified)
  14-3-3g Raf = -3
> O=C(CSc1nc(-c2ccccc2)cn1-c1ccc(F)cc1)NCCc1ccccc1
  14-3-3g Raf = -2
> O=C(CCN1C(=O)c2ccccc2S1(=O)=O)N1CCN(c2ccccc2)CC1
  14-3-3g Raf = -4
> O=C(O)C1C2C=CC(C2)C1C(=O)Nc1ccc(C(=O)N2CCCCC2)c(Cl)c1 (stereo unspecified)
  14-3-3g Raf = -3
> CCOC(=O)N1CCC(NC(=O)c2ccc3c(c2)sc2nc(-c4ccc(OC)cc4)cn23)CC1
  14-3-3g Raf = 5
> CC1=C(C(=O)OC2CCCCC2)C(c2ccc(C)cc2)n2nnnc2N1 (stereo unspecified)
  14-3-3g Raf = -26
> O=C1C(Nc2ccc(Br)cc2)=CC(c2ccc3c(c2)OCO3)N1c1ccc(Br)cc1 (stereo unspecified)
  14-3-3g Raf = 6

> CCOC(=O)CC(=O)CSc1nc2c(c(-c3ccc(Cl)cc3)c1C#N)CCCC2
  14-3-3g Raf = -7
> CC1(C)CC(=O)C2=C(C1)NC(=O)CC2c1cc(F)ccc1F (stereo unspecified)
  14-3-3g Raf = -2
> [O-]/[N+](=C\c1ccc(OC(F)F)cc1)c1ccccc1
  14-3-3g Raf = 2
> CC(C)OC(=O)CC(=O)CSc1nc2c(c(-c3cccs3)c1C#N)CCCC2
  14-3-3g Raf = 3
> CCOC(=O)CCN(Cc1cccs1)S(=O)(=O)c1ccc(F)cc1
  14-3-3g Raf = -1&7
> Cc1ccc(OCC(=O)Nc2ccc3c(c2)OCCO3)c(C)c1
  14-3-3g Raf = -1
> O=C(C1CCCN1C(=O)c1cccs1)N1CCc2ccccc21 (stereo unspecified)
  14-3-3g Raf = -10
> O=C1C(Cc2ccccc2)N=C2c3ccccc3N=C(SCc3cc(=O)n4ccccc4n3)N12 (stereo unspecified)
  14-3-3g Raf = 0
> CC1CCN(S(=O)(=O)c2ccc3c(c2)N(CC(=O)NC2CCCC2)C(=O)CS3)CC1
  14-3-3g Raf = -8
> O=C(Cn1nc(C(F)(F)F)c2c1CCCCC2)N1CCOCC1
  14-3-3g Raf = 12

> COc1cc(C(=O)Nc2nnc(Cc3ccccc3)s2)cc(OC)c1OC
  14-3-3g Raf = -6
> COc1ccc2[nH]c3ccccc3c2c1
  14-3-3g Raf = -3
> COc1ccc(N2CCN(C(=O)CCNS(=O)(=O)c3ccc(Br)s3)CC2)cc1
  14-3-3g Raf = -13&1
> COc1ccc(N(C)C(=O)CS(=O)(=O)c2cccc3nsnc23)c(OC)c1
  14-3-3g Raf = 5
> COc1ccc(C)cc1N(CC(N)=O)S(=O)(=O)c1ccc(C)cc1
  14-3-3g Raf = -4
> CCCC(=O)NC(c1cccs1)c1ccc2cccnc2c1O (stereo unspecified)
  14-3-3g Raf = -29
> CCCC[n+]1cc(-c2ccccc2)nc(N2CCCCC2)n1
  14-3-3g Raf = -1
> COC(=O)Cc1cnc(NC(=O)C2C3CCC(C3)C2C(=O)O)s1 (stereo unspecified)
  14-3-3g Raf = -3
> O=C(c1cccc(F)c1)N1CCN(c2ccc([N+](=O)[O-])c(N3CCCCC3)c2)CC1
  14-3-3g Raf = 4
> CCOC(=O)C1(Cc2ccccc2)NC(c2ccccc2F)C2C(=O)N(CC)C(=O)C21 (stereo unspecified)
  14-3-3g Raf = 3

Some of the entries so far, with the structure last.
14-3-3g Raf	SMILES
-4	COc1ccc(C)cc1N(CC(N)=O)S(=O)(=O)c1ccc(C)cc1
-13&1	COc1ccc(N2CCN(C(=O)CCNS(=O)(=O)c3ccc(Br)s3)CC2)cc1

More structures.
> CCOC(=O)c1c(NC(=O)c2ccc(F)cc2)sc(C(=O)Nc2ccccc2C)c1C
  14-3-3g Raf = 3
> COc1ccc(C(=O)C2C(c3ccc(Cl)cc3)C(C#N)(C#N)C3C=Cc4ccccc4N23)cc1 (stereo unspecified)
  14-3-3g Raf = -186
> Cc1c(C(=O)NCc2cccnc2)oc2ccc(S(=O)(=O)N3CCC(C)CC3)cc12
  14-3-3g Raf = 0
> COc1ccc(-n2c(=O)cc(N3CCN(c4ccccc4)CC3)[nH]c2=O)cc1
  14-3-3g Raf = -2
> COc1ccc2oc(=Nc3cccc(C#N)c3)c(C(=O)Nc3ccccc3)cc2c1
  14-3-3g Raf = 1
> COc1ccc(C2CC(c3cccc(NS(C)(=O)=O)c3)=NN2S(C)(=O)=O)cc1 (stereo unspecified)
  14-3-3g Raf = -203
> CCN(CC)CCCn1c(C)cc2c(c1=O)C(c1cc(OC)c(OC)cc1OC)C(C#N)=C(N)O2 (stereo unspecified)
  14-3-3g Raf = -4
> CC1CCCCC1NC(=O)c1ccc2c(c1)C(=O)N(c1ccccn1)C2=O (stereo unspecified)
  14-3-3g Raf = -3
> C=CCNC(=O)c1cc2c(=O)n3ccccc3nc2n(CCc2ccccc2)c1=N
  14-3-3g Raf = -8
> Cc1ccccc1C(=O)Nc1ccccc1NC(=O)c1ccccc1Br
  14-3-3g Raf = -8

(next part)
canonical_smiles | 14-3-3g Raf
CCOC(=O)COn1c(=O)c(-c2cccs2)[n+]([O-])c2ccccc21 | -7
CCc1nc2sc3c(c2c(=O)n1N)CCC3 | 3
O=C(Cn1c(=O)n(-c2ccc(F)cc2)c(=O)c2sccc21)NC1CCCC1 | 11
COc1ccccc1CNC(=O)C1CCCN(S(=O)(=O)c2ccc(C)cc2)C1 (stereo unspecified) | 5
O=C(Cc1c[nH]c2ccccc12)Nc1nc2ccccc2[nH]1 | -15
N#Cc1sc2nc3c(c(-c4ccco4)c2c1N)CCCC3 | 1
O=c1c(C(c2nnnn2C2CCCCC2)N2CCCCC2)coc2ccc(Cl)cc12 (stereo unspecified) | -3
CCC(=O)N1c2ccc(S(=O)(=O)CCC(=O)Nc3ccc(C)c(F)c3)cc2CC1C (stereo unspecified) | -9
CCCn1c(NCc2cc(C)ccc2O)nc2ccccc21 | -1&-2
Clc1ccc(OCc2nnc(SCc3nnc(-c4ccccc4)o3)o2)c(Cl)c1 | 4
Cc1ccc(S(=O)(=O)N2CCN(C(=O)CSc3nnc(C)s3)C2)cc1 | 8
O=C(c1cccc(F)c1)N1CCN(CC2CC3C=CC2C3)CC1 (stereo unspecified) | 1
O=C1CCc2cc(S(=O)(=O)NCc3ccc(F)cc3)ccc2N1 | -37
Cc1[nH]c2ccc(CNS(=O)(=O)c3ccc(S(=O)(=O)N4CCOCC4)cc3)cc2c1C | 0
O=C(Nc1ccc2c(c1)OCCO2)C1CCN(S(=O)(=O)c2cccc3nsnc23)CC1 | -4

The final 5 compounds of the part before lead into the next:
canonical_smiles | 14-3-3g Raf
Cc1ccc(S(=O)(=O)N2CCN(C(=O)CSc3nnc(C)s3)C2)cc1 | 8
O=C(c1cccc(F)c1)N1CCN(CC2CC3C=CC2C3)CC1 (stereo unspecified) | 1
O=C1CCc2cc(S(=O)(=O)NCc3ccc(F)cc3)ccc2N1 | -37
Cc1[nH]c2ccc(CNS(=O)(=O)c3ccc(S(=O)(=O)N4CCOCC4)cc3)cc2c1C | 0
O=C(Nc1ccc2c(c1)OCCO2)C1CCN(S(=O)(=O)c2cccc3nsnc23)CC1 | -4
O=c1sc2c(s1)SCCCS2 | -9
CCCOC(=O)C1=C(C)NC2=C(C(=O)CCC2)C1c1ccc(C(=O)OC)cc1 (stereo unspecified) | -2
O=C1OCC(=O)N(Cc2ccccc2Cl)C1c1ccc(F)cc1 (stereo unspecified) | -8
COC(=O)c1cc2oc(C)cc2n1CC(=O)Nc1ccc(C)c(C)c1 | -11
Clc1ccc(-n2ncnc2-c2cccc(Br)c2)cc1 | 2
CC(C)NC(=O)C(=O)NCCc1ccc(Cl)cc1 | -8
CCC(=O)Nc1c2c(nn1-c1ccccc1C)CSC2 | -11
CCOC(=O)c1c(-c2cccs2)csc1NC(C)=O | -10
CCC(=O)N1CCc2cc(S(=O)(=O)Nc3ccc(N(CC)CC)cc3C)ccc21 | 1
CC1Cc2nc(SCC(=O)c3ccc(Cl)cc3)n(Cc3ccccc3)c(=O)c2S1 (stereo unspecified) | 1
C(=Nc1ccc2c(c1)OCCOCCOCCO2)c1c[nH]c2ccccc12 | -12
Cc1nn(CC(=O)NC(C)c2ccccc2)c(=O)c2ccccc12 (stereo unspecified) | -7&4
Cc1cc(=O)oc2c1c(C)nn2-c1cccc(C(=O)O)c1 | -6
CCN1C(=O)C(NC(C)=O)c2cc(Br)ccc21 (stereo unspecified) | 3
O=C(N1CCOCC1)N1CCC(n2nnc3ccccc32)CC1 | -7
CCOC(=O)C1CCCN(c2c(NCC3CCCN3CC)c(=O)c2=O)C1 (stereo unspecified) | -1
COc1cc(C2NC(=O)NC(C)=C2C(=O)OCCc2ccccc2)cc(Cl)c1O (stereo unspecified) | -11
O=C(Nc1ccc(-c2nc3ncccc3o2)cc1)c1ccc(F)cc1 | -19
COc1ccccc1-n1nnc(C(=O)Nc2ccc(F)cc2)c1N | 2
Cc1cc(C(F)(F)F)nn1CC(=O)Nc1ccc(Br)cc1OC(F)(F)F | -9
COC(=O)C(CC(C)C)Oc1ccc2c(C)cc(=O)oc2c1 (stereo unspecified) | -5
Clc1ccc(-c2nc3ccc(Cl)cn3c2Nc2ccc3c(c2)OCCO3)cc1 | -18
COc1ccccc1NC1=NC(c2ccc(Cl)cc2)N=C(N)N1 (stereo unspecified) | -2
CCCCC1CCC(C(=O)Nc2c3c(nn2-c2ccc(C)cc2C)CS(=O)(=O)C3)CC1 (stereo unspecified) | -9
CCOC(=O)N1CCC(NC(=O)c2ccc3c(=O)n4c(nc3c2)CCCC4)CC1 | 4
COc1ccc(C2CC(=O)C=C(NC3CCCC3)C2)cc1 (stereo unspecified) | -10
O=C(NC1CCCc2ccccc21)C1CCN(S(=O)(=O)c2cccc3nsnc23)CC1 (stereo unspecified) | -11&-6
